CHO-K1 Ca antag = nonselective inhibitor or artifact in parental CHO-K1 cells; AID 602250; inhibition, % at 3 µM; actives 0.6% (n = 360,000); ATP-induced calcium, Fluo-8 fluorescence;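 active = inhibition above a per-plate cutoff, the plate's mean sample inhibition plus 3 SD, cut at about 24% in these data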;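 note: 0% = DMSO plus EC80 ATP and 100% = DMSO alone without ATP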
CHRM1 agonist = human M1 muscarinic receptor agonism | P11229 | CHO-K1 hM1, Fluo-8 calcium fluorescence, agonist mode; 0% DMSO, 100% acetylcholine EC100 | activation, % at 3 µM | actives 0.33% (n = 360,000);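 active = activation above the run's mean compound activation plus 3 SD, cut at about 16% in these data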;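 note: peak over basal fluorescence ratio within a 140 s kinetic read after compound addition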
CHO parental Ca = signal in parental CHO cells, OX1R antagonist counter-screen. parental CHO-K1, ATP-induced calcium, Fluo-8 fluorescence. inhibition, % at 5.6 µM. actives 0.63% (n = 330,000);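 active = inhibition above that plate's mean sample inhibition plus 3 SD, cut at about 26% in these data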;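 note: 0% = ATP-challenged DMSO wells and 100% = DMSO wells without ATP; some compounds past the cut are filed as inactive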
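Material: Parental CHO cells | Reagent: ATP | Compound dosing: Single nominal dose of 5.6 µM per compound | Detection: Intracellular calcium via Fluo-8 no-wash fluorescent dye | Read-out: % inhibition of ATP-induced calcium mobilization | Benchmarks: Low control ATP plus DMSO, high control DMSO only | Replicates: Singlicate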
TAAR1 antagonist = human TAAR1 antagonism | CHO RD-HGA16 TAAR1, Fluo-8 calcium fluorescence, antagonist | inhibition, % at 3 µM | actives 1.5% (n = 360,000) | AID 624466;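 active = inhibition above a per-plate cutoff, the mean inhibition of test compounds on that plate plus 3 SD, cut at about 49% in these data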;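 note: 0% = DMSO plus EC80 beta-PEA response and 100% = DMSO alone without agonist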
Target sequence (Q96RJ0 whole entry, looked up): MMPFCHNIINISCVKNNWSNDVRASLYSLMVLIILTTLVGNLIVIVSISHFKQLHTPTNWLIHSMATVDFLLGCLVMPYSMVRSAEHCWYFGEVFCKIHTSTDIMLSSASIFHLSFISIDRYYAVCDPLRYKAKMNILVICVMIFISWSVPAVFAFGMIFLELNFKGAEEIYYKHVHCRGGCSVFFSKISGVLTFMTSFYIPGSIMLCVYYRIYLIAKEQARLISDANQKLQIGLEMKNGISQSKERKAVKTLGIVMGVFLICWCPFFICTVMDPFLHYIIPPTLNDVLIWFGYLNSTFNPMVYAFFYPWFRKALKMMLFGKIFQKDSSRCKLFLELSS
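test system = CHO RD-HGA16 cells bearing hTAAR1 | replication = singlicate | controls = DMSO-only wells and EC80 β-PEA-stimulated wells | reagent = EC80 β-phenethylamine stimulus | read-out basis = percent inhibition of PEA-evoked calcium signal, max/basal emission ratio | schedule = seeding 17-24 h prior, 75-min 37 °C, 30-min RT dye loading | signal = kinetic Fluo-8 calcium fluorescence measurement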
TAAR1 agonist = human TAAR1 agonism | Q96RJ0 | CHO RD-HGA16 TAAR1, Fluo-8 calcium fluorescence; vehicle wells 0%, saturating PEA agonist 100% | activation, % at 3 µM | actives 0.99% (n = 360,000) | AID 624467;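 active = activation above the mean activation of all test compounds in the run plus 3 SD, cut at about 38% in these data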
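Test system: RD-HGA16 (CHO) cells co-expressing Gα16 and hTAAR1; dosing: one-point dosing at 3 µM (nominal); timing: 17-24 h seeding, 75 min 37 °C dye, 30 min RT; signal: kinetic Fluo-8 calcium fluorescence; read-out basis: % activation relative to PEA EC100 response; controls: DMSO and PEA EC100; replicates: n 1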
CHO-K1 Ca PAM = M1 PAM counterscreen hit in parental CHO-K1 cells | ATP EC20, Fluo-8 calcium fluorescence; 0% at ATP EC20, 100% at ATP max | activation, % at 3 µM | actives 0.02% (n = 360,000);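 active = activation above the run cutoff, the mean activation of all test compounds plus 3 SD, cut at about 40% in these data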;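 note: peak over basal fluorescence ratio in a 140 s read after ATP addition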
M1 ag parental = counter-screen for M1 agonists: effect in parental CHO-K1 cells. Fluo-8 calcium fluorescence; scaled to maximal ATP response, vehicle zero. activation, % at 3 µM. actives 0.48% (n = 360,000). AID 602248; in the data active = activation above about 15%;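 note: untransfected CHO-K1 host cells lacking M1 receptor as counterscreen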
V1R ag counter = V1a receptor agonism, counter-screen for OXTR agonists; P37288; CHO-V1R cells, Fluo-8 calcium fluorescence, agonist mode; 0% DMSO, 100% 3 nM vasopressin; actives 0.25% (n = 320,000); activation, % at 3 µM;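 active = activation above the mean activation of all tested compounds plus 3 SD, per screening run, cut at about 20% in these data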;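 note: signal is peak over basal fluorescence ratio across a 100 second FLIPR read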
Target sequence (P37288 whole entry, looked up): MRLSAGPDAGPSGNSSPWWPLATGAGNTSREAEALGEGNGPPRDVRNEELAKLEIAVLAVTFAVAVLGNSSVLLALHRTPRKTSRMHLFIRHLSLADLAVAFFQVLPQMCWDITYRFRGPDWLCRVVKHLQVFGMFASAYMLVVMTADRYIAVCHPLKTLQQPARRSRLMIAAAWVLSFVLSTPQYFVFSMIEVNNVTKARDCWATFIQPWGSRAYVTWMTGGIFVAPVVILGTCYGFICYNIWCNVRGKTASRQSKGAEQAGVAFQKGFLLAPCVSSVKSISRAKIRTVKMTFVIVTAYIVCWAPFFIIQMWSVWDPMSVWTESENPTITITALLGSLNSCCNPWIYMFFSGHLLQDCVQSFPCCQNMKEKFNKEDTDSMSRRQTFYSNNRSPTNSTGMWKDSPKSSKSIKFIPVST
OXTR potentiate = potentiates the human oxytocin receptor response; CHO-OTR cells, Fluo-8 calcium fluorescence, potentiator mode; 0% = oxytocin EC15, 100% = EC100; actives 0.061% (n = 320,000); AID 2445; activation, % at 3 µM;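 active = activation above that plate's cutoff, the mean activation of tested compounds plus 3 SD, cut at about 6.6% in these data, passing the limit was not always enough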;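 note: 100% uses oxytocin at 75 nM as the full agonist control; some results filed as inactive read as strong as hits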
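Assay system: CHO cell line stably expressing human OTR. Reagent: EC15 oxytocin agonist. Dosing: single dose, 3.0 µM nominal final compound concentration. Timing: compound 6 min at room temperature before oxytocin, 100 s read. Signal: kinetic Fluo-8 calcium fluorescence. Controls: oxytocin EC15 low and EC100 high.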
* marks the source's active call; other numbers are inactive results; . = no result given.

SMILES	CHO-K1 Ca antag	CHRM1 agonist	CHO parental Ca	TAAR1 antagonist	TAAR1 agonist	CHO-K1 Ca PAM	M1 ag parental	V1R ag counter	OXTR potentiate
Cc1c(CNC(=O)C2CC2)c(-n2cccc2)n(Cc2ccccc2)c1C	-10	1	-28	20	37	12	1.6	1.9	-6
CC(NC(=S)NC(=O)c1ccccc1)c1ccccc1 (stereo unspecified)	-4	-3	-8	-21	4	0	0.1	11	-13
CN1C(C(=O)Nc2ccc(F)cc2F)=CC(c2cccs2)=NS1(=O)=O	8	1	-3	6	3	1	1.0	4.3	-8
N/C(=N\OC(=O)CC1CCCCC1)c1ccc([N+](=O)[O-])cc1	14	-5	-10	-25	2	-11	0.1	-0.7	-8
N#Cc1ccc(CN2CCN(c3ccc(S(=O)(=O)N4CCCC4)cn3)CC2)cc1	19	-5	0	14	4	15	0.4	0.6	-10
C=C(C)Cn1c(SCC(=O)O)nnc1-c1ccc(C(C)(C)C)cc1	8	-2	-13	-15	0	-1	-0.2	0.1	-7
CC(=O)c1ccc(S(=O)(=O)N2CCN(c3nc4c(C)c(C)ccc4cc3C#N)CC2)cc1	-45	-4	-13	-11	3	25	-0.6	-0.5	-7
O=C(c1ccccc1)N1CCN(C2CC3CCC2C3)CC1 (stereo unspecified)	-13	-6	-2	-4	7	15	0.8	0.7	-4
CC1CCCCN1C(=O)/C=C/c1ccccc1[N+](=O)[O-] (stereo unspecified)	2	-10	-14	-2	3	13	0.3	1.1	0
CC(C)C[C@H](NC(=O)OC(C)(C)C)C(=O)N1CCC(C(=O)N[C@@H](Cc2ccccc2)C(=O)O)CC1	-2	0	-1	-13	17	10	-0.1	1.0	-1
COc1cc(C(=O)OCCCc2cc3ccccc3c(=O)o2)cc(OC)c1OC	-12	-6	-21	3	4	24	1.0	-0.5	4
COc1ccc(/C=N/NC(=O)c2ccn[nH]2)cc1Cn1nc(C)c([N+](=O)[O-])c1C	8	-1	-16	10	2	1	1.3	0.2	3
COc1cccc(C(=O)Nc2cccc(OCC(=O)c3ccccc3)c2)c1	4	-9	-11	48	11	-11	5.0	1.0	-7
CC(=O)N/C(=C\c1ccccc1)C(=O)OCC(=O)NC1CCCC1	2	-3	7	-12	0	7	-0.2	-0.8	-10
Cc1cccc(C)c1NC(=O)CNC(=O)C1COc2ccccc2O1 (stereo unspecified)	-4	0	0	-6	-1	6	0.1	0.2	-2
CCOC(=O)c1ccc(N2C(=O)C(CC(N)=O)N(NC(=O)c3cccc(F)c3)C2=S)cc1 (stereo unspecified)	-11	-1	-16	2	5	9	1.7	4.2	-6
Cc1ccc(OCC(=O)Oc2ccccc2[N+](=O)[O-])cc1	-1	1	0	-10	3	-5	-0.4	-0.8	0
CC(C)NS(=O)(=O)c1ccc(OCC(=O)Nc2ccc(F)cc2F)cc1	-19	-4	-5	.	.	10	3.2	0.4	0
Cc1cc(C(=O)Nc2nc(-c3ccccn3)cs2)ccc1[N+](=O)[O-]	-15	-9	-3	5	10	8	4.7	0.2	-10
O=Cc1cc(CCC(=O)O)ccc1O	-4	-5	15	4	1	-14	-0.1	0.6	-8
Cc1ccc(S(=O)(=O)c2c(N)n(Cc3ccco3)c3nc4ccccc4nc23)cc1	-1	0	2	27	12	15	5.8	2.0	1
COc1ccc(C2=NS(=O)(=O)N(C)C(C(=O)NC3CCCC3)=C2)cc1	-3	1	-11	7	3	9	0.7	3.7	-5
CC1CCCC(C)N1C(=O)COC(=O)/C=C/c1ccc(Br)o1 (stereo unspecified)	-8	-6	-14	12	5	14	0.0	-0.7	-9
CC(=O)NCc1ccc(-c2csc(N)n2)s1	-13	-3	-10	6	9	7	-0.1	1.5	-12

Individual results from the entries so far.
Reading for `Cc1ccc(OCC(=O)Oc2ccccc2[N+](=O)[O-])cc1` under M1 ag parental: -0.4
Reading for `Cc1cccc(C)c1NC(=O)CNC(=O)C1COc2ccccc2O1` (stereo unspecified) under CHO parental Ca: 0

Further entries:
SMILES	CHO-K1 Ca antag	CHRM1 agonist	CHO parental Ca	TAAR1 antagonist	TAAR1 agonist	CHO-K1 Ca PAM	M1 ag parental	V1R ag counter	OXTR potentiate
CCOc1ccc(S(=O)(=O)N(CC(=O)NCC2CCCO2)c2ccc(F)cc2)cc1 (stereo unspecified)	-14	-6	-24	5	2	10	4.4	1.1	-10
Cc1[nH]c(=O)[nH]c(=O)c1S(=O)(=O)N1CCC(C(=O)NC(C)c2ccccc2)CC1 (stereo unspecified)	-6	-2	-8	-13	6	4	0.3	0.6	-16
Cc1ccc(C)c(NC(=O)COC(=O)c2ccc[n+]([O-])c2)c1	-13	-2	-10	-10	3	9	0.7	0.7	4
CCOc1ccc(CN(C)CC(=O)Nc2cc(C)c(C)cc2[N+](=O)[O-])cc1	-15	-5	-8	-53	2	17	0.5	0.5	-8
COc1ccc(C(=O)Nc2ccc(NC(C)=O)cc2)cc1S(=O)(=O)N1CCCCC1C (stereo unspecified)	-6	-4	-8	.	.	20	-0.1	0.8	2
Cc1ccc(S(=O)(=O)NNC(=O)Nc2ccccc2F)c(C)c1	3	-2	-18	-1	-2	-5	-0.1	0.5	-6
COc1ccc(CN(C)C(=O)C(Cc2ccccc2)NC(=O)c2ccccc2)cc1F (stereo unspecified)	21	-2	.	73*	14	-15	7.4	.	.
Cn1c(N)c(C(=O)CSc2nnc(C3CC3)n2-c2ccccc2)c(=O)[nH]c1=O	-10	-4	-15	4	0	-3	0.3	0.8	4
Cc1ccc(C(=O)NCC(=O)N2CCCCCCC2)cc1	2	-5	-11	-17	-1	-9	-0.3	-0.1	-5
CC1=NN(C(=S)Nc2ccccc2)C(c2ccccc2)C1 (stereo unspecified)	15	-2	13	-12	-1	-10	0.5	0.3	-4
CC1C2(C)OC(=N)C(C#N)(C(C)O2)C1(C#N)C#N (stereo unspecified)	-1	-2	2	.	.	11	0.7	-0.2	-4
COc1ccc(C2=NN(C(=O)CSc3nccn3C)C(c3ccco3)C2)cc1 (stereo unspecified)	-13	-5	-15	-2	1	9	-0.1	-1.2	-2
O=S(=O)(c1ccc(Cl)cc1)N1CCN(c2nc(C(F)(F)F)nc3ccccc23)CC1	-3	-2	.	-22	2	4	0.0	.	.
COc1ccc(NC(=O)/C(=C\c2ccc(OS(=O)(=O)c3ccc(C)cc3)cc2)NC(=O)c2ccccc2)cc1	4	-1	4	23	-1	16	1.8	1.4	-4
O=C(O)c1ccc(Cl)cc1NC(=O)C1CCN(S(=O)(=O)c2cccs2)CC1	2	-1	.	-25	2	-7	-0.3	.	.
C=C(C)[C@H]1CC=C(C)C(=O)C1	0	-1	-1	-7	1	11	0.5	1.0	-3
O=C(NC1CCSc2ccccc21)c1ccc(F)cc1 (stereo unspecified)	-13	-6	-23	-7	-3	17	0.7	0.6	-4
O=S1(=O)CCN(C(CO)c2ccccc2)CC1 (stereo unspecified)	-7	-5	-2	-6	8	20	0.4	-0.2	-7
OCCC1CN(CC2CC2)CCN1Cc1ccc(F)c(F)c1 (stereo unspecified)	-4	-10	-4	-13	2	-3	0.4	0.6	-2
CCCN1Cc2cccc(C(=O)Nc3ccc4c(c3)OCCO4)c2C1=O	-7	-3	-8	-18	1	19	0.5	-0.2	9
COc1ccccc1NC(=O)COc1ccccc1C(=O)c1cnn(-c2ccccc2)c1	0	-9	-11	29	8	4	2.8	-0.4	-2
COc1ccc(CC(=O)Nc2ccccc2N2CCOCC2)cc1OC	-10	2	-13	13	9	9	0.2	-0.8	1
CC(=O)N1CCN(Cc2nc3ccc(Cl)cc3n2CCO)CC1	-17	-2	-6	-16	-1	4	0.6	0.3	-7
COc1ccc(OCC(=O)N2CCOCC2)cc1	-10	-1	-5	5	9	11	0.4	0.5	-4

Profiles, looked up by structure. Screens in order: CHO-K1 Ca antag, CHRM1 agonist, CHO parental Ca, TAAR1 antagonist, TAAR1 agonist, CHO-K1 Ca PAM, M1 ag parental, V1R ag counter, OXTR potentiate
COc1ccc(NC(=O)/C(=C\c2ccc(OS(=O)(=O)c3ccc(C)cc3)cc2)NC(=O)c2ccccc2)cc1 in the list: 4, -1, 4, 23, -1, 16, 1.8, 1.4, -4
COc1ccccc1NC(=O)COc1ccccc1C(=O)c1cnn(-c2ccccc2)c1 in the list: 0, -9, -11, 29, 8, 4, 2.8, -0.4, -2
CC(=O)N1CCN(Cc2nc3ccc(Cl)cc3n2CCO)CC1 in the list: -17, -2, -6, -16, -1, 4, 0.6, 0.3, -7

Other compounds follow:
SMILES	CHO-K1 Ca antag	CHRM1 agonist	CHO parental Ca	TAAR1 antagonist	TAAR1 agonist	CHO-K1 Ca PAM	M1 ag parental	V1R ag counter	OXTR potentiate
CC(C)c1csc(CN2CCC(N3CCC(C(=O)N4CCOCC4)CC3)CC2)n1	-6	-3	-13	-29	2	12	0.7	0.0	0
CCn1c(=O)n(CC)c2cc(S(=O)(=O)Nc3cc(C)cc(C)c3C#N)ccc21	-7	-4	-6	0	8	8	0.3	0.2	-3
CC(=NO)C1CCC2C3CCC4=CC(=NO)CCC4(C)C3C(=O)CC12C (stereo unspecified)	-19	-4	.	8	3	-1	0.5	.	.
Cc1cc2nc(-c3ccc[nH]c3=O)n(Cc3ccc(F)cc3)c2cc1C	-7	0	-14	7	3	13	1.2	3.8	-7
COc1cc(CCCN2C(=S)NC[C@H]2Cc2ccc(O)cc2)cc(OC)c1OC	5	4	-6	5	13	-10	4.2	6.0	-12
CCN(CC(=O)NCC1CCCO1)S(=O)(=O)c1ccc2ccccc2c1 (stereo unspecified)	8	-4	-19	-5	1	2	1.0	0.1	-16
CN(CCOc1ccccc1)C(=O)c1ccc2c(c1)OCO2	-13	-4	-3	-6	13	11	0.5	-0.9	3
CC1CCN(S(=O)(=O)c2ccc(NC(=O)[C@@H]3CCCN3C(=O)c3cccs3)cc2)CC1	-11	-9	-23	-17	2	4	-0.2	1.3	4
Cc1c(Cl)cccc1NC(=O)CC(NCCN1CCOCC1)C(=O)O (stereo unspecified)	-9	-1	10	-2	2	18	1.2	0.8	1
Nn1c(SCC(=O)N2CCOCC2)nnc1-c1ccccc1Cl	-33	-4	-6	-9	3	10	0.3	0.4	-8
Cn1c(N)c(C(=O)COC(=O)C2CCN(S(=O)(=O)c3cccs3)CC2)c(=O)n(C)c1=O	-3	-1	-10	-10	6	5	3.0	1.2	-8
Cn1c(SCCCC(=O)c2ccc(Br)cc2)nnc1-c1ccncc1	-11	-1	-22	12	11	11	2.9	7.5	-10
O=C(NC1CCCCC1)C(c1ccc(F)cc1)N(Cc1ccco1)C(=O)c1ccccn1 (stereo unspecified)	0	-4	-11	1	5	18	0.1	0.0	-4
CCCCNC(=O)Nc1cc(C)on1	-4	-4	9	1	7	10	0.1	-0.5	-6

From PubChem BioAssay
